High-throughput results deposited in PubChem by National Center for Advancing Translational Sciences (NCATS).
WRN helicase inh: blocks human WRN helicase; Q14191; WRN helicase unwinding, fluorescent forked duplex, kinetic; Potency, µM (highest dose often 114 µM), without a hit: at the highest dose activity change, negative = inhibition, usual class: inhibitors; actives 0.46% (n = 360,000); further: potency means the concentration at half of the fitted maximal effect; on the % scale 0 is the no-effect control and ±100 the full control effect; nearly all actives have a fitted effect of over 55% in size
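Kinetic red-fluorescence monitoring (525/598 nm) tracks WRN helicase activity after 100 nM fluorophore-quencher forked duplex and 2 mM ATP are added to 20 nM enzyme pretreated 15 min at room temperature with compound.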
EPAC1 ag: EPAC1 (human) agonism; O95398; EPAC1 agonist qHTS, biochemical assay; response scale: 100% = response to 6.5 mM cAMP; Potency, µM (titrated, usually from 154 µM), without a hit: top-dose activation, hits mostly activators; actives 0.073% (n = 360,000); further: potency means the concentration at half of the fitted maximal effect; nearly all actives have a fitted effect of over 60% in size
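EPAC1 100 nM, Rap1B–BODIPY-GDP 250 nM, unlabeled GDP 50 uM; compound titration; 5 min RT; kinetic read ex480/em540 at 5-min intervals ×30 min; data normalized to 6.5 mM cAMP agonist control.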
EPAC1 antagonist: EPAC1 (human) antagonism. actives 0.14% (n = 360,000). Potency, µM (highest dose often 115 µM), for inactives: at the top dose activity change, negative = inhibition, actives largely listed as inhibitors. EPAC1 GEF assay, Rap1b-BODIPY-GDP exchange fluorescence. O95398. AID 720709;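 further: potency means the concentration at half of the fitted maximal effect; plate controls were vehicle for no effect and positive control for full effect; nearly all actives have a fitted effect of over 50% in size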
EPAC2 ag: agonists of human EPAC2 (RAPGEF4); Q8WZA2; EPAC2 activation, biochemical qHTS; response scale: 100% = 6.5 mM cAMP response; Potency, µM (doses to about 154 µM), for the others: at the highest dose activation, hits mostly activators; actives 0.079% (n = 360,000); AID 720711; further: potency means the concentration at half of the fitted maximal effect; nearly all actives have a fitted effect of over 50% in size
Target sequence (Q8WZA2 whole entry, looked up): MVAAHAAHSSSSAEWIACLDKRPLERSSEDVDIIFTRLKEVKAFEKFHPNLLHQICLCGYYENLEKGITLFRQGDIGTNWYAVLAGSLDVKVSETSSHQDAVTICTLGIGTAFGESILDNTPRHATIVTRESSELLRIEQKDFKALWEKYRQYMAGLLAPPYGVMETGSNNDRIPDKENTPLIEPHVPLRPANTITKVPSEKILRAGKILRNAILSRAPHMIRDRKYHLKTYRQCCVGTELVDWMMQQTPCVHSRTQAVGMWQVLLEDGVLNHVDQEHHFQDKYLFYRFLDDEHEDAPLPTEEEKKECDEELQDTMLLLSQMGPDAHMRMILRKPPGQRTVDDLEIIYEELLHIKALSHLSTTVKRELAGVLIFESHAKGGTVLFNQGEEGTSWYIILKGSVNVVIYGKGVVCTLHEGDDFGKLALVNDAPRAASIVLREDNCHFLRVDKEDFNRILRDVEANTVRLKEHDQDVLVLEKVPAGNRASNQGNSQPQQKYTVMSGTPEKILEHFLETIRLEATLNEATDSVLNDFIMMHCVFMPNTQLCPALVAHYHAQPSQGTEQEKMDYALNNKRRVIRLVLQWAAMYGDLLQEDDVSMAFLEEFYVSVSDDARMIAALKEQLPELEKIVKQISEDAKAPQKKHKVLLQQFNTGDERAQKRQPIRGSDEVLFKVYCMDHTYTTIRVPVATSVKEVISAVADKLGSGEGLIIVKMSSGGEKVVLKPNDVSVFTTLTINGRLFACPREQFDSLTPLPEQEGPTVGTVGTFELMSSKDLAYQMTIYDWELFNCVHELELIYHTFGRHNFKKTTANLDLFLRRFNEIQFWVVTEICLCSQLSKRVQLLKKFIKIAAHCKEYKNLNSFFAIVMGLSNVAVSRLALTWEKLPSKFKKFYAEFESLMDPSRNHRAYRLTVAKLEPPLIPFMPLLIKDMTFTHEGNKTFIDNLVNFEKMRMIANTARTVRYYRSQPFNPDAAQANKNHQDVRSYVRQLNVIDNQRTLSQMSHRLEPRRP
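Exchange assay: 100 nM EPAC2 with 250 nM Rap1B-BODIPY-GDP and 50 uM GDP. Fluorescence (ex 480/em 540 nm) read every 5 min for 30 min at room temperature. Data normalized to 6.5 mM cAMP as agonist control.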
PLK1 PBD block: blocks phosphopeptide binding to human PLK1 polo-box domain; actives 2.8% (n = 360,000); Potency, µM, for inactives: max response, negative = inhibition, most hits filed as inhibitors; Plk1 PBD binding of FITC phosphopeptide, fluorescence polarization; P53350; AID 720504; further: potency means the concentration at half of the fitted maximal effect; series mostly up to about 57 µM; on the % scale 0 is the no-effect control and ±100 the full control effect; nearly all actives have a fitted effect of over 65% in size
IL2 activator: activates IL-2 in a cell-based reporter assay; IL-2 activation reporter assay, cell-based qHTS; stimulated with anti-CD3/CD4/CD28 beads; in transgenic mouse T cells; activation, % (series mostly up to about 46 µM); actives 0.065% (n = 360,000); AID 652025; in the data active means activation above about 50%; inconclusive means mostly about 30% to 49%; further: 0% is about no effect
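Readout is EGFP and DsRed signal by fluorescent plate cytometry after 18 h at 37 degrees C. Transgenic mouse T cells (750/well) received compound for 60 min before bead stimulation (anti-CD3, anti-CD4, anti-CD28); memory T cells served as non-tolerant control.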
CCT chaperon mod: changes cytosolic chaperonin activity; purified chaperonin ATPase assay, HTRF ADP detection, 30 min; activity change, % (no concentration beside the values), hits read low; actives 0.3% (n = 360,000); AID 651819; in the data active means activity change below about -30%; further: on the % scale 0 is the no-effect control and ±100 the full control effect
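ATPase activity: ADP formed was measured by HTRF Transcreener (665/615 nm ratio) after 30 min at 37 deg C with 10 uM ATP. Compounds screened at one 76 uM concentration against 40 or 20 nM TRiC in Tris pH 7.4/KCl/MgCl2/DTT buffer.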
PI5P4K alpha inh: PI5P4K alpha (human) kinase inhibition; P48426; PI5P4Kalpha enzyme, ADP-Glo luminescence, 60 min; hits give low values; max response, %; actives 1.2% (n = 330,000); active means max response of -50% or lower; inconclusive means between -30% and -50%; inactive means -30% or higher; further: value at the top dose of about 77 µM; on the % scale 0 is the no-effect control and ±100 the full control effect
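qHTS, 1536-well: enzyme/substrate mix, compound by pin tool, 5 microM ATP final; RT 60 min; ADP-Glo reagents 1 (45 min) then 2 (30 min); luminescence.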
An asterisk follows results filed as active; ? = inconclusive; . = no result given; & = joins results of further samples; [ ] = remark or other dose. Unless noted, the call rests on the fitted dose curve; in most records, active means well fitted curve in the direction sought with a large enough effect; inconclusive means small, poorly fitted or top-dose-only effect, or another doubt; inactive means no such curve, though single readings can be large; an effect the other way counts as inactive or inconclusive. This is a subset (hit frequency here may not be typical).

A first look, 10 compounds:
Values run as follows: WRN helicase inh, EPAC1 ag, EPAC1 antagonist, EPAC2 ag, PLK1 PBD block, IL2 activator, CCT chaperon mod, PI5P4K alpha inh
1. COc1ccc(CCNC(=O)CSc2nc(-c3ccco3)cc(C(F)(F)F)n2)cc1OC
  3%, 5%, 9%, -2%, -13%, -0.8, 0.4, .
2. CC1CCN(CCOc2ccc(C(=O)c3ccccc3)cc2)CC1
  -19%, -5%, 6%, -1%, -3%, -0.3, -0.8, 5
3. O=C(NCc1ccco1)C1CCN(S(=O)(=O)N2CCC3(CC2)OCCO3)CC1
  -6%, -4%, 9%, 4%, 5%, 0.1, 0.5, .
4. CCCc1cc(=O)oc2cc(OCC(=O)NC(Cc3c[nH]c4ccc(O)cc34)C(=O)O)c(Cl)cc12 (configuration not stated)
  -19%, -2%, -8%, 15%, -11%, 0.8, 0.8, 8
5. CCOc1ccc(NC(=O)CN(C)C(=O)c2cn(-c3ccc(F)cc3)nc2-c2cccc(OC)c2)cc1OCC
  -11%, -8%, -13%, -13%, 1%, -0.3, 0.4, 14
6. Cc1csc(NC(=O)c2ccc(S(C)(=O)=O)cc2)n1
  7%, 7%, -9%, -1%, -8%, 0.7, 0.2, -7
7. O=C(/C=C/c1cccc(Cl)c1)OCc1cn2cc(Cl)ccc2n1
  -20%[57.1 µM], -3%, ?, 11%, -3%, -2.6, -0.6, 3
8. Cc1ccccc1NC(=O)c1cccc(NC(=O)CCC(=O)O)c1
  4%[57.1 µM], 10%, -8%, -8%, -14%, 0.8, -2.9, -1
9. CC(=O)Nc1ccc(NC(=O)C(OC(=O)c2ccccc2)C(OC(=O)c2ccccc2)C(=O)O)cc1 (configuration not stated)
  -7%, 3%, -15%, 10%, -16%, 0.9, -0.6, 1
10. O=C(Nc1ccccc1O)c1c(O)c2c([nH]c1=O)CCCC2
  -4%, 4%, -18%, 4%, -18%, -0.3, -0.5, 2

All compounds of this part, from the start:
Values run as follows: WRN helicase inh, EPAC1 ag, EPAC1 antagonist, EPAC2 ag, PLK1 PBD block, IL2 activator, CCT chaperon mod, PI5P4K alpha inh
1. COc1ccc(CCNC(=O)CSc2nc(-c3ccco3)cc(C(F)(F)F)n2)cc1OC
  3%, 5%, 9%, -2%, -13%, -0.8, 0.4, .
2. CC1CCN(CCOc2ccc(C(=O)c3ccccc3)cc2)CC1
  -19%, -5%, 6%, -1%, -3%, -0.3, -0.8, 5
3. O=C(NCc1ccco1)C1CCN(S(=O)(=O)N2CCC3(CC2)OCCO3)CC1
  -6%, -4%, 9%, 4%, 5%, 0.1, 0.5, .
4. CCCc1cc(=O)oc2cc(OCC(=O)NC(Cc3c[nH]c4ccc(O)cc34)C(=O)O)c(Cl)cc12 (configuration not stated)
  -19%, -2%, -8%, 15%, -11%, 0.8, 0.8, 8
5. CCOc1ccc(NC(=O)CN(C)C(=O)c2cn(-c3ccc(F)cc3)nc2-c2cccc(OC)c2)cc1OCC
  -11%, -8%, -13%, -13%, 1%, -0.3, 0.4, 14
6. Cc1csc(NC(=O)c2ccc(S(C)(=O)=O)cc2)n1
  7%, 7%, -9%, -1%, -8%, 0.7, 0.2, -7
7. O=C(/C=C/c1cccc(Cl)c1)OCc1cn2cc(Cl)ccc2n1
  -20%[57.1 µM], -3%, ?, 11%, -3%, -2.6, -0.6, 3
8. Cc1ccccc1NC(=O)c1cccc(NC(=O)CCC(=O)O)c1
  4%[57.1 µM], 10%, -8%, -8%, -14%, 0.8, -2.9, -1
9. CC(=O)Nc1ccc(NC(=O)C(OC(=O)c2ccccc2)C(OC(=O)c2ccccc2)C(=O)O)cc1 (configuration not stated)
  -7%, 3%, -15%, 10%, -16%, 0.9, -0.6, 1
10. O=C(Nc1ccccc1O)c1c(O)c2c([nH]c1=O)CCCC2
  -4%, 4%, -18%, 4%, -18%, -0.3, -0.5, 2
11. CSCCC(NC(=O)COc1ccccc1)C(=O)NCC1COc2ccccc2O1 (configuration not stated)
  1%, 1%, -2%, 0%, 1%, -0.3, -0.3, 5
12. O=C(C1=C(O)C(=O)N(CCN2CCOCC2)C1c1ccc(F)cc1)c1cc2ccccc2o1 (configuration not stated)
  2%, 9%, -3%, -5%, -12%, 0.5, -1.2, -1
13. COc1ccc2nc(C)cc(SCC(=O)NNC(=O)COc3ccc(C)cc3)c2c1
  1%, -6%, -2%, 5%, -4%, -1.3, -0.8, 8
14. COc1ccc(-c2csc(NS(=O)(=O)c3ccc([N+](=O)[O-])cc3)n2)cc1
  -24%, -9%, -26%, 10%, ?, -0.8, -2.1, -8
15. Cc1ccc(C)c(S(=O)(=O)NCc2ccc(C(=O)N3CCC(Cc4ccccc4)CC3)cc2)c1
  -8%, 16%, -2%, 2%, -5%, -1.2, -1.3, .
16. CC(C)CNC(=S)N1CCN(c2nc3ccccc3s2)CC1
  -3%, 13%, -6%, 6%, -3%, 0.5, -2.2, 2
17. CCOc1cc(C(=O)NCc2ccc(F)cc2)ccc1OCC(=O)N1CCCCC1
  6%, -1%, 8%, 6%, -3%, -0.2, 0.5, 0
18. Cc1ccccc1OCC(=O)N/N=C1\CC(=O)CC(C)(C)C1
  4%, 3%, -14%, 10%, -13%, -1.8, 0.1, 2
19. CCCSc1nc2cc(C)c(C)cc2n1CC(C)O (configuration not stated)
  -5%, 6%, 13%, 6%, -7%, 0.8, 1.3, -1
20. Cc1ccc(CN2C(=O)CCC2C(=O)NC(C)C)cc1 (configuration not stated)
  -8%, -5%, -10%, 5%, -3%, 0.4, 0.8, -1
21. O=C(Nc1ccccc1C(=O)Nc1nccs1)c1ccccc1
  3%, -12%, -4%, 0%, 1%, 0.1, 2.1, -1
22. Cn1c(=O)c2cc(NC(=O)NCCc3cccs3)ccc2n1Cc1cccc(C(F)(F)F)c1
  -2%, -19%, 7%, 1%, -2%, -0.3, -0.6, 0
23. CC1CCN(S(=O)(=O)c2ccc(NC(=O)CN3CCCC(C)C3)cc2)CC1 (configuration not stated)
  -4%, 5%, -7%, 11%, -3%, -0.9, 0.0, .
24. COC(=O)c1cc(C)sc1NC(=O)CN1CCN(C(=O)c2ccco2)CC1
  -21%, -19%, -7%, 11%, -8%, -1.0, -3.0, 2
25. COc1cccc(C2=NOC(C(=O)Nc3c(C)n(C)n(-c4ccccc4)c3=O)C2)c1 (configuration not stated)
  10%, -5%, -15%, -8%, ?, -1.5, 0.9, -4
26. Cc1ccc2[nH]c(=O)c(N3CCOCC3)c(-c3ccccc3)c2c1
  -6%, 0%, -3%, -8%, -8%, -1.4, 0.2, .
27. COc1ccc(-c2cc(C(=O)Nc3cc(OC)cc(C(=O)Nc4cccc(C(F)(F)F)c4)c3)[nH]n2)cc1
  -4%&2%, -8%&-15%, 4%&-16%, 3%&-9%, -26%&9%, 0.0&-0.5, -3.0&1.6, -21&0
28. O=C(c1ccccc1)c1ccncc1
  13%, 3%, 8%, 0%, -3%, -2.4, -1.6, -3
29. CCc1ccc(C(=O)Nc2ccc(S(=O)(=O)Nc3nc(C)cc(C)n3)cc2)o1
  -20%, 5%, -12%, 8%, -3%, 0.9, 1.2, 3
30. CCOC(=O)[C@]12CCC=C1N(Cc1ccco1)C(=O)[C@H](CC(=O)NCCCCc1ccccc1)C2
  -20%, 1%, ?, 5%, -15%, 1.7, 0.8, ?
31. O=C(/C=C/c1ccc2ccccc2n1)N1CCN(c2ccccc2)CC1
  2%, 7%, -3%, 7%, -9%, 0.6, 1.3, ?
32. CN(C)C(=O)COc1ccc(C(=O)/C=C/c2cccnc2)cc1
  -16%, -4%, -25%, -2%, -12%, -2.6, -1.2, -3
33. O=C(O)Cn1c(=O)cnc2ccccc21
  -2%, -2%, 12%, -1%, -1%, 0.2, -1.0, -2
34. O=C(OCC(=O)N1CCCCCC1)c1cccs1
  3%, 13%, 6%, 13%, -7%, 1.7, -1.4, -8
35. CCOC(=O)NCc1ccc(CNC(=O)OCC)cc1
  0%, 5%, -5%, 5%, -5%, 0.3, -0.9, -5
36. COc1ccccc1C(c1nnnn1C(C)C)N1CCN(C(=O)c2ccco2)CC1 (configuration not stated)
  -1%[57.1 µM], 7%, 1%, 0%, -9%, -0.2, 0.7, -6
37. COc1ccc(-c2noc(CSc3nc4ccccc4c(=O)n3-c3ccccc3)n2)cc1OC
  -6%, 3%, -11%, 13%, -7%, 0.1, -2.8, 1
38. COc1ccc(C(C(=O)NCC2CCCO2)N(Cc2ccccc2)C(=O)CNC(=O)c2ccco2)cc1OC (configuration not stated)
  -4%, -4%, ?, 4%, -13%, 1.6, -1.1, 12
39. O=C1CC(O)(C(F)F)Oc2ccc3ccccc3c21 (configuration not stated)
  -35%, -15%, -8%, 5%, -10%, -3.2, -4.0, 7
40. CCC(C)n1c(SCC(=O)NC2CC2)nc2ccccc2c1=O (configuration not stated)
  17%, 0%, -7%, 15%, 3%, -3.5, 0.8, 5

41: Cc1cc(C)nc(SCC(=O)NC2=NN=C(c3ccc(Br)cc3)CS2)n1
42: O=S(=O)(Nc1ccon1)c1cc(Cl)ccc1Cl
43: CCn1c(SCCC(C)C)nnc1-c1c[nH]c2ccccc12
44: COC(=O)c1ccccc1NC(=O)CCCOc1cc(=O)n(C)c2ccccc12
45: COCCNC(=O)/C(C#N)=C/c1cccc(OCc2ccccc2)c1
46: Cc1c(-c2ccccc2)oc2c(C(=O)N3CCN(c4ccccc4F)CC3)cccc2c1=O
47: c1ccc(Cn2c(SCCN3CCOCC3)nnc2-c2cccnc2)cc1
48: COC(=O)c1ccc(CSCC(=O)Nc2ccccc2)cc1
Compound	41	42	43	44	45	46	47	48
WRN helicase inh	-1%	1%	-8%	-6%	-10%	7%	9%	-2%
EPAC1 ag	13%	2%	-6%	6%	1%	-1%	-2%	8%
EPAC1 antagonist	10%	-2%	-16%	-4%	3%	11%	2%	-12%
EPAC2 ag	16%	7%	4%	5%	2%	8%	-1%	-1%
PLK1 PBD block	-18%	-8%	0%	-8%	-25%	-5%	-1%	-16%
IL2 activator	-5.1	-4.1	-3.3	-0.1	-3.2	-3.8	-3.4	2.8
CCT chaperon mod	-4.3	-3.1	-1.5	0.9	-22	-0.9	-1.4	0.1
PI5P4K alpha inh	.	-12	12	1	3	-5	-1	-3
